Source: PubChem BioAssay
F508del corr: F508del CFTR correction, initial screen, CFBE line, single point. CFBE cells, YFP halide quenching; stimulated with forskolin plus potentiator P3; % fluorescence drop versus neutral controls. activity (quench increase), % at 7.58 µM. 350,000 tested, 0.36% active;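 active = mean added fluorescence quench of at least 8% versus neutral control, with both replicates also reaching 8%; inconclusive = only one of the mean or replicate conditions met; inactive = mean below 8% and not both replicates reaching 8%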;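 also: cells transiently co-express mutant CFTR-F508del with the halide-sensitive YFP; corrector assay measuring rescue of mutant channel to the surface after 24 h compound exposure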
miR122 inh: miR-122 Renilla sensor signal increase in Huh7, primary screen, miR-122 inhibitor project, cell-based, single point, plate reader | Huh7 miR-122 Renilla luciferase sensor, 48 h; neutral wells = 0, positive control = 100 | activation (reporter increase), % at 12.5 µM | 340,000 tested, 0.3% active;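 active = mean replicate activation score at least 90 and every replicate individually at or above 90; inconclusive = only one of the two criteria met; inactive = neither criterion met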;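 also: higher luciferase means less miR-122 activity so hits act as miR-122 inhibitors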
Statin myotox sup: suppressors of statin myotoxicity in C2C12 myotubes, primary screen, cell-based, single point, plate reader. 330,000 tested, 0.78% active. AID 602340, 2012. rescue of ATP level, % at 7.49 µM. C2C12 myotubes + simvastatin, ATP luminescence, 48 h; scaled: DMSO 0, geranylgeraniol control 100;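 active = mean ATP rescue above about 67%, or every replicate alone reaching that limit, limit read from the data, passing the limit was not always enough; inconclusive = no clear call, values can overlap the other calls; inactive = mean under the limit and some replicate under it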;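 also: myotubes were challenged with 10 µM simvastatin during compound exposure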
GSIS activator: GLuc luminescence reporter in INS-1E cells, primary screen for activators of glucose-dependent secretion of insulin; activation, % at 16.6 µM; INS-1E GLuc reporter insulin secretion, 2-3 h; 370,000 tested, 0.61% active;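 active = lowest replicate activation of at least 40%, so every replicate reaches that level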;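 also: 0% = median of neutral control wells and 100% = median of IBMX positive control wells; some compounds called inactive have numbers as strong as hits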
Cneo AK release: Cryptococcus neoformans cell lysis inducers, primary screen, AK release luminescence, single concentration. C. neoformans lysis, adenylate kinase release luminescence, 4 h; normalised: neutral wells 0, clomiphene wells 100. lysis activity, % at 15 µM. 360,000 tested, 0.2% active;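 active = mean lysis activity across replicates of at least 80%, whatever share of replicates individually reach that level; inactive = mean lysis activity below 80%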
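Assay system: log-phase C. neoformans yeast / Quantity: yeast cell density of 5 × 10^6 cells/mL / Medium: fresh YPD growth medium / Compound: single dose / Timing: static 4 h at 37 °C with compound, 1 h detection / Measured by: adenylate kinase release luminescence / Read-out: lysis from increased AK signal / Benchmarks: Clomiphene as positive lysis control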
PGC1a acetyl inh: inhibitors of PGC1a acetylation signal, primary screen, cell-based, U2OS, AlphaScreen, inhibitor mode. 350,000 tested, 0.17% active. inhibition, % at 15.6 µM. AlphaScreen anti-acetyl-lysine; with virally co-expressed GCN5 acetyltransferase;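 active = every replicate shows inhibition of at least 40%; inconclusive = mean inhibition at least 40% but some replicate below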;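 also: 0% = neutral control wells and 100% = positive control wells; some results beyond the cut were filed as inactive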
FN deposition inh: inhibitors of fibronectin matrix deposition, primary screen, AH1F cells, Alexa488-fibronectin fluorescence, plate reader; AH1F fibroblasts, overnight; 350,000 tested, 0.086% active; AID 743247, 2014; inhibition, % at 12.6 µM;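 active = mean inhibition across replicates of 30% or more, regardless of how many single replicates reach that level; inconclusive = mean under 30% yet at least half of replicates reach 30%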;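 also: positive control wells lacked labelled fibronectin entirely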
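Assay system: AH1F fibroblasts / Quantity: 10000 cells per well / Medium: DMEM plus 2% serum, read in PBS / Reagent: labelled fibronectin 24 nM / Dosing: single dose, pinned / Times: 1 h cell attachment, overnight exposure to compound and label / Signal: fluorescence, ex 485 nm, em 525 nm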
PglD DTNB: C. jejuni PglD acetyltransferase inhibitors, primary screen, biochemical, DTNB colorimetric, single point; 360,000 tested, 0.098% active; purified PglD enzyme, DTNB colorimetric CoA detection; AID 602405, 2012; UDP-N-acetylbacillosamine N-acetyltransferase PglD (Campylobacter jejuni); inhibition, % at 12.5 µM; in the data active = inhibition above about 16%, passing the limit was not always enough; inconclusive = no clear call, values can overlap the other calls; also: strong numbers were not always called active
The depositor's hits bear a star; ? = inconclusive; / = not tested or not shown; & = joins results of further samples; [ ] = dose if it differs, or a comment. This is a random part of the collection. About 2.1% of those tested had a hit in this group.

SMILES	F508del corr	miR122 inh	Statin myotox sup	GSIS activator	Cneo AK release	PGC1a acetyl inh	FN deposition inh	PglD DTNB
CCOc1cc(N2CCOCC2)c(OCC)cc1NC(=O)c1nn(CC)c(=O)c2ccccc12	-2.0	-11	-30	-11	1	8	-6	0
COc1ccc(N(C(=O)COc2ccc(F)cc2)S(=O)(=O)c2ccc(C)cc2)cc1	/	7	/	-27	-5	-4	2	-1
Cc1cc(Cl)ccc1OC(C)C(=O)Nc1ccc([N+](=O)[O-])cn1 (stereo unspecified)	/	-7	/	-4	-2	/	9	-4
Cc1ccc(C(=O)Nc2c(-c3cccs3)c(=O)c3ccccc3n2C)cc1	/	/	-2	1	1	-3	/	-4
CC1(c2ccccc2)NC(=O)N(CC(=O)N2CC(=O)Nc3ccccc32)C1=O (stereo unspecified)	-2.2	-3	-4	2	/	/	-4	/
O=C(Nc1ccc(Oc2ccccc2)nc1)C1CCN(Cc2ccccc2)CC1	-3.0	-7	2	-10	-7	0	7	2
Cc1oc2c(c(C)cc3oc(=O)c(CC(=O)N[C@H](C(=O)O)C(C)C)c(C)c32)c1C	1.2	-2	0	-6	2	/	-10	4
O=C(NCCCNCCCNC(=O)c1ccc(/C=N/O)nc1)c1ccc(/C=N/O)nc1	0.2	0	/	11	0	-5	1	-2
COc1ccccc1C#Cc1cnc2c(c1)C(=O)N([C@@H](C)CO)C[C@@H](C)[C@@H](CN(C)C)O2	-2.8	-2[16.7 µM]	-13	6	-4	-11	1	-4
CCCC(=O)Nc1ccc2c(c1)C(=O)N(C)[C@H]1CC[C@@H](CC(=O)NCc3cccc(F)c3)O[C@H]1CO2	1.5	120*[16.7 µM]	15	4	0	0	6	0
CN1C[C@H]2CON(C)[C@H]2C[C@H]1c1cccc(-c2ccc(C#N)cc2)c1	2.8	-8	11	-4	0	-10	3	1
Cc1ccc(S(=O)(=O)N(CCc2ccccc2)c2ccc3c(c2)C2CC3CCN2C(=O)OCc2ccccc2)cc1 (stereo unspecified)	-2.8	5	-15	15	/	4	3	/
C=CCOc1ccc(C2C(C(=O)c3ccco3)=C(O)C(=O)N2c2nnc(C)s2)cc1 (stereo unspecified)	0.6	5	10	7	1	-9	-13	-1
O=C(c1ccccc1)N1CCN(C(=O)c2ccc(OC(F)(F)F)cc2)CC1	/	-3	98*	/	-4	-4	/	-2
O=C(O)C1=C[C@H](c2cccs2)C[C@H](OCc2ccc(CO)cc2)O1	0.2	4	19	1	0	7	-7	-1
CCOC(=O)Cn1c(C)c(Br)c(COC)c(C#N)c1=O	-13	-1	2	8	/	-2	-2	/
CC(C)CN(C(=O)COC(=O)c1cccnc1Cl)c1c(N)n(Cc2ccccc2)c(=O)[nH]c1=O	3.8	/	-5	7	2	-15	/	-3
CCC1CCCCN1C(=O)CSc1nc(C)cc(C)n1 (stereo unspecified)	1.4	/	/	-1	/	10	-12	/
COc1ccc(CCNS(=O)(=O)c2ccc3oc(C(=O)O)c(C)c3c2)cc1OC	/	1	4	/	0	3	/	-1
COc1ccc(CC(=O)NCCC2=CCCCC2)cc1	-2.3	-2	6	0	2	-13	/	-3
CCc1ccc(CN(C)Cc2nc(Cc3cccc(C(F)(F)F)c3)no2)nc1	0.3	/	/	-13	/	-4	-12	/
CN(C)CCCNC(=O)[C@@H]1[C@@H](CO)[C@@H]2Cn3c(ccc(-c4ccc(F)cc4)c3=O)[C@H]1N2C	-3.4	4[16.7 µM]	-8	35	0	6	/	-3
Cc1ccc(C2(C)NC(=O)N(CC(=O)N3CCN(S(=O)(=O)c4cccc([N+](=O)[O-])c4)CC3)C2=O)cc1 (stereo unspecified)	2.7	-5	-15	-29	-1	3	1	7
COC(=O)c1sccc1NC(=O)CN(C)NS(=O)(=O)c1ccc(Cl)cc1	/	/	/	/	0	-3	-5	2
O=C(CN(CCc1ccccc1)S(=O)(=O)c1ccc(Br)cc1)N/N=C/c1ccccc1C(=O)O	0.2	-5	/	-5	/	-3	1	/
COC1=CC(=O)C=C(OC)C1(O)CC(C)=O	0.5	-4	0	2	-27	-2	/	3
OC[C@H]1[C@H](c2ccc(-c3ccccc3)cc2)[C@H]2CN(CCC(F)(F)F)CCCCN21	0.6	1[16.7 µM]	/	-26	2	2	/	0
CCCCC(=O)Nc1nnc(SCC(=O)NCC2CCCO2)s1 (stereo unspecified)	0.8	/	/	24	1	/	4	0
COc1ccccc1C(=O)N/C(=C/c1cccc([N+](=O)[O-])c1)C(=O)Nc1cccc(C(=O)O)c1	1.1	/	/	-4	/	-3	1	/
Cc1cc(Br)c(NC(=O)COC(=O)c2ccc[n+]([O-])c2)c(Br)c1	1.8	-3	-9	-8	0	0	-10	-4
COc1nc(NCCO)nc(Nc2cc(Cl)ccc2OC)n1	0.6	/	-9	1	-1	/	10	1
COC(=O)C1CCN(C(=O)CSc2nnc(-c3ccncc3)o2)CC1	/	0	/	/	-1	-2	/	-12
C[C@@H]1CN([C@@H](C)CO)C(=O)CCCn2nncc2CO[C@H]1CN(C)C(=O)Nc1ccc(-c2cccs2)cc1	3.0&0.7	-2	2&8	7&-8	4&-1	6&-3	11&-3	-130&4
CCCCCc1ccc(OCCCC[n+]2ccc(C)cc2)c(CCCCC)c1	?	/	/	109*	/	2	10	/
CCCOc1ccc(C2C(C(=O)c3cc4ccccc4o3)=C(O)C(=O)N2c2cc(C)on2)cc1 (stereo unspecified)	4.2	3	3	6	-2	6	-17	-3
CSc1ccc(CN(C)CCc2ccccn2)cc1	-1.5	5	-5	3	0	17	-1	5
CCOC(=O)c1cnc2c(C)cccc2c1NCCCN1CCOCC1	4.6	9	-7	11	-2	8	0	6
C=CCOc1ccc(/C=N/NC(=O)C(=O)Nc2ccccn2)cc1OC	-4.8	-7	-5	/	2	/	-2	-1
N#CCCN(Cc1ccccc1)C(=O)Nc1ccc2c(c1)CCO2	-0.9	0	0	-10	1	/	7	-3
COc1ccc(NC(=O)COC(=O)CNC(=O)c2cccs2)cc1Cl	-0.1	-6	17	-13	2	0	11	-1
O=C(CSc1nc(-c2ccco2)cc(C(F)(F)F)n1)Nc1ccc2c(c1)OCO2	/	11	23	-28	0	-13	/	-2
CCOC(=O)CCCCNC(=O)Nc1ccccc1	-0.3	-5	0	0	0	/	/	2
O=C(C[C@H]1CC[C@@H]2[C@H](COC[C@@H](O)CN2Cc2cc(F)ccc2F)O1)NCc1ccc(Oc2ccccc2)cc1	1.1	-1[16.7 µM]	28	-17	-1	-8	-2	-4
COCCNC(=O)C[C@H]1CC[C@H]2[C@@H](COC[C@H](O)CN2Cc2ccc(Cl)c(Cl)c2)O1	-0.6	1[16.7 µM]	38	-3	0	-5	2	5
O=C(Nc1ccc(F)cc1)c1cccnc1	-4.1	/	6	/	4	/	-3	2
CCN(CC(=O)Nc1ccc(NC(C)=O)cc1)Cc1c(O)ccc2cc(Br)ccc12	-4.4	10	28	-30	-1	/	0	5
CN(C)S(=O)(=O)N1CCN(C(=O)N2CCOCC2)CC1	/	-6	0	-6	1	18	/	5
Cc1ccc(OCC(=O)NCCc2c[nH]c3ccccc23)cc1	0.5	-6	9	-3	16	4	-23	/
C[C@H](CO)N1C[C@H](C)[C@H](CN(C)C(=O)Nc2ccccc2)Oc2ncc(C#CC3CC3)cc2C1=O	-0.2	0[16.7 µM]	14	-17	-2	3	/	0
Nc1nonc1C(=O)NCCNCc1ccccc1OCc1ccc(F)cc1	0.9	-1	9	-27	0	-10	/	3
CC1(C)CC(=O)C2=C(C1)OC(N)=C(C#N)C2c1cn(-c2ccccc2)nc1-c1ccccc1 (stereo unspecified)	/	-11	0	-25	-2	0	-5	-9
O=C1c2ccccc2C(=O)C1c1ccccn1	3.3	/	/	-13	/	-9	-3	/
CCOP(=O)(OCC)c1nc(Cc2ccccc2)oc1NCc1ccccc1	0.6	/	1	-19	/	/	-4	/
O=C(NNC(=S)NC(=O)c1ccco1)c1ccc(NC(=O)c2ccccc2)cc1	7.6	/	6	-3	/	-2	-5	/
CCc1nnc(NC(=O)CSc2ncnc3c2oc2ccccc23)s1	-0.5	/	-6	/	5	/	11	-1
CC(C)NC(=O)N(C)C[C@H]1Oc2cc(C#Cc3ccccn3)ccc2S(=O)(=O)N([C@H](C)CO)C[C@@H]1C	1.1	9[16.7 µM]	2	7	0	-7	/	-1
CN(Cc1ccccc1)c1nccn2ccnc12	-5.9	1	8	5	0	2	/	-3
CCc1ccccc1-n1nnnc1-c1cnccc1C(F)(F)F	0.3	2	4	9	-1	/	-6	-20
Cc1ccc(NCc2nnc(SCC(=O)c3ccc4c(c3)OCCO4)o2)c(C)c1	-0.5	/	33	-2	-2	10	/	-1
CN(C)C(=S)NCc1ccccc1	/	3	-8	/	-1	-3	/	0

Whole records, quoted from the list:
O=C1c2ccccc2C(=O)C1c1ccccn1 across the screens: F508del corr: 3.3; miR122 inh: /; Statin myotox sup: /; GSIS activator: -13; Cneo AK release: /; PGC1a acetyl inh: -9; FN deposition inh: -3; PglD DTNB: /
CCc1nnc(NC(=O)CSc2ncnc3c2oc2ccccc23)s1 across the screens: F508del corr: -0.5; miR122 inh: /; Statin myotox sup: -6; GSIS activator: /; Cneo AK release: 5; PGC1a acetyl inh: /; FN deposition inh: 11; PglD DTNB: -1

Next part:
SMILES	F508del corr	miR122 inh	Statin myotox sup	GSIS activator	Cneo AK release	PGC1a acetyl inh	FN deposition inh	PglD DTNB
CC1CC(C)(C)C2=NCCN21 (stereo unspecified)	0.7	/	/	9	2	/	2	5
Cc1cc(C(=O)Nc2cccc3c2O[C@@H](CN(C)C(=O)NC(C)C)[C@@H](C)CN([C@@H](C)CO)C3=O)n(C)n1	-1.9	4[16.7 µM]	-5	8	3	-6	4	0
COc1ccc(-c2csc3ncnc(N4CCN(c5ccccc5)CC4)c23)cc1	-3.2	-4	-2	-10	-3	-9	-7	-4
COc1ccc(CC(=O)NCC2CCCN(Cc3ccc(OC(F)(F)F)cc3)C2)cc1 (stereo unspecified)	1.3	-13	3	/	0	-25	0	-3
N/C(=N\OC(=O)Nc1ccccc1)c1cccc(C(F)(F)F)c1	-1.9	-5	-21	-22	-1	/	-12	0
COc1ccc(C(=O)N/N=C2\CCS(=O)(=O)c3ccc(F)cc32)cc1OC	0.5	/	/	-3	/	-4	4	/
O=C(C[C@H]1C=C[C@H](NC(=O)CN2CCOCC2)[C@H](CO)O1)NC1CCC1	0.0	/	6	1	1	-1	5	4
Cc1noc(C)c1S(=O)(=O)Nc1ccc2c(c1)CC(=O)N([C@@H](C)CO)C[C@@H](C)[C@H](CN(C)C(=O)Nc1cccc3ccccc13)O2	0.0	3[16.7 µM]	13	2	-2	0	0	-2
